# Rev-erbA mod – Rev-erb alpha (human) modulation; P20393; Rev-erbα–FITC-DNA binding, fluorescence polarization, 90 min; activity, % at 10 µM; 370,000 compounds, 0.79% hits; AID 1259318;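 active means activity above about 14%, limit read from the data; passing the limit was not always enough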;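 further: 0% = DMSO wells with 35 nM protein and 100% = DMSO wells with 750 nM protein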
# sPLA2-III inh – Inhibits HGIII-sPLA2 liposome hydrolysis, primary screen. Q9NZ20. QFRET BODIPY PC-A2 liposome hydrolysis, fluorescence. inhibition, % at 12.2 µM. 370,000 compounds, 0.56% hits;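 active means inhibition above mean plus 3 SD of compounds lying within the high and low control bounds, cut at about 19% in these data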;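 further: 0% = median of test compound wells and 100% = no enzyme DMSO wells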
# Target sequence (Q9NZ20 whole entry, looked up): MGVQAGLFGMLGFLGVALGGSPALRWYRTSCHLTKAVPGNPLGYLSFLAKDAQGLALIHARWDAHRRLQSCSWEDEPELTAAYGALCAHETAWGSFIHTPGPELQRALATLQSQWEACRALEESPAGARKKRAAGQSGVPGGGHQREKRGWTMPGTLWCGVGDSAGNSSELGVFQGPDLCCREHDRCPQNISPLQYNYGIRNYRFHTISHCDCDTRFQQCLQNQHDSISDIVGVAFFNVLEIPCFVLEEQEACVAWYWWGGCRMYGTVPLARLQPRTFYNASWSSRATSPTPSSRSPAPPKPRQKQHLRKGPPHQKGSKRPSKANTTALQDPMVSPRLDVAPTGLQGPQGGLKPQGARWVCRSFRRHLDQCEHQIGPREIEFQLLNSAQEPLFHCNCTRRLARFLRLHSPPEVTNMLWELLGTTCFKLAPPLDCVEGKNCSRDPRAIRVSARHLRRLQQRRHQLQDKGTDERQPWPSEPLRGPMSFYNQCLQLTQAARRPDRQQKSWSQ
# Tn6 DDE FP – DD(E)-Tn6 binding inhibition, primary FP screen. P02675. Fibrin DD(E) TRITC-Tn6 fluorescence polarization displacement. inhibition, % at 8.3 µM. 370,000 compounds, 0.21% hits. AID 720509;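 active means inhibition above a per-campaign cutoff: mean of compounds within control limits plus 3 SD, cut at about 15% in these data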;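 further: 0% = median of all compound wells on the plate and 100% = blocking peptide control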
# ARFGAP1 inh – inhibits rat ARF GTPase activating protein 1. Q62848. Arfgap1-stimulated ARF1 GTP hydrolysis, GDP FP detection. inhibition, % at 16.5 µM. 360,000 compounds, 0.26% hits;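 active means inhibition above a per-plate limit, mean inhibition of low control wells plus 3 SD, cut at about 25% in these data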;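 further: 0% = DMSO wells with enzyme and 100% = wells lacking Arfgap1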
# Target sequence (Q62848 1-136 limits assumed): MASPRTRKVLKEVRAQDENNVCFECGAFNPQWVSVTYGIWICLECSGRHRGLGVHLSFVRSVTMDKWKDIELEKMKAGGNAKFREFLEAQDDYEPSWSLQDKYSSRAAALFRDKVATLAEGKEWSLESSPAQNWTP
#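 Assay system: Rat Arfgap1 GAP domain (His6, aa 1-136), purified enzyme | Buffer or medium: HEPES 25 mM pH 7.5, NaCl 150 mM, MgCl2, DTT | Schedule: GTP hydrolysis reaction 2 h at 25 °C | Signal: FP of antibody-bound GDP Alexa 633 tracer, ex 620/em 688 nm | Measure: Percent inhibition of Arfgap1-stimulated GTP hydrolysis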
# Tn7 DDE FP – disrupts Tn7 cyclic peptide binding to fibrin D-Dimer-E complex; inhibition, % at 8.3 µM; P02675; AID 720508; FP displacement of FITC-Tn7 peptide from fibrin DD(E); 0% = median of compound wells per plate; 370,000 compounds, 0.13% hits;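 active means inhibition above the mean of compounds falling within the control limits plus 3 SD of them, cut at about 14% in these data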;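 further: 0% = plate median of compound wells and 100% = 10 µM Aha-Tn7 peptide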
#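 Assay system: Human clot-derived fibrin DD(E) complex | Buffer or medium: Tris/NaCl/CaCl2 buffer, pH 7.8 | Repeats: One replicate per compound | Benchmarks: Aha-Tn7 high control | Measure: % inhibition scaled between sample-field median and high-control FP | Schedule: 10 min plus 3 h, room temperature | Signal: Fluorescence polarization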
# PLCb3 inh – inhibitors of human phospholipase C beta3. Q01970. Purified PLC-beta3, fluorogenic substrate, fluorescence. inhibition, % at 12.2 µM. 370,000 compounds, 0.18% hits. AID 720704; in the data active means inhibition above about 11%;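 further: 0% = median of compound wells on plate and 100% = full blocker control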
# proKLK7 act – activators of human kallikrein-7 zymogen; P49862; purified proKLK7, EDANS-DABCYL substrate fluorescence; 100% is mature enzyme control, 0% vehicle; activation, % at 7 µM; 370,000 compounds, 0.9% hits;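 active means activation above the mean of all tested compounds plus 3 SD, computed per campaign excluding outliers beyond control limits, cut at about 13% in these data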
# Target sequence (P49862 whole entry, looked up): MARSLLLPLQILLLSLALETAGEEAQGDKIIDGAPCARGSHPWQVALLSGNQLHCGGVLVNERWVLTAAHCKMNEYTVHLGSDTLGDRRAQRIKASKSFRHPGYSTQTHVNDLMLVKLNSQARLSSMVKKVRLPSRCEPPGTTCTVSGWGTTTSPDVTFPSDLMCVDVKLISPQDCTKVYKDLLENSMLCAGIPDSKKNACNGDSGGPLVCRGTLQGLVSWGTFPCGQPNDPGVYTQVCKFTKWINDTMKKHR
# ASAP1 inh – ASAP1 ArfGAP inhibition. ASAP1-stimulated ARF1 GTP hydrolysis, GDP FP detection. AID 624377. 360,000 compounds, 0.19% hits. inhibition, % at 16.5 µM. Q9ULH1; in the data active means inhibition above about 25%;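 further: 0% = vehicle with enzyme and substrate and 100% = no enzyme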
# UHRF1 MBD2 ctr – UHRF1 methyl-DNA binding inhibition; Q96T88; UHRF1 binding to methylated oligo, TR-FRET; inhibition, % at 4.4 µM; 370,000 compounds, 0.75% hits; AID 687016; in the data active means inhibition above about 21%;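 further: UHRF1 SRA domain binding a hemimethylated CpG hairpin DNA probe; 0% = median of test compound wells and 100% = reference inhibitor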
# PLCg1 inh – inhibitors of human phospholipase C gamma1. 370,000 compounds, 0.84% hits. purified PLC-gamma1, fluorogenic substrate, fluorescence. inhibition, % at 12.2 µM. P19174; in the data active means inhibition above about 9.5%
# * = called active by the depositor; · = not tested or not shown.
mol,Rev-erbA mod,sPLA2-III inh,Tn6 DDE FP,ARFGAP1 inh,Tn7 DDE FP,PLCb3 inh,proKLK7 act,ASAP1 inh,UHRF1 MBD2 ctr,PLCg1 inh
COC(=O)c1ccccc1S(=O)(=O)NCc1nc2nc(C)cc(C)n2n1,1,0,3,-3,5,1,0.1,5,-1,1
COc1ccccc1NC(=O)/C=C/c1cc([N+](=O)[O-])ccc1OC(F)F,-1,-4,3,14,-7,-6,0.7,-6,-1,2
NS(=O)(=O)c1ccc(CCNC(=O)c2ccc(Cl)cc2[N+](=O)[O-])cc1,5,1,0,-2,7,1,-0.2,11,0,-1
CN1C(=O)OC2(C)CCc3ccccc3C12C (stereo not given),-2,4,4,1,-3,0,0.0,-13,7,1
O=S(=O)(NCCCNS(=O)(=O)c1c(F)cccc1F)c1ccc2c(c1)OCCO2,3,-7,0,9,4,-1,-0.6,9,0,-1
O=C(Nc1nccs1)c1ccc[nH]c1=O,4,-4,-8,3,-5,0,0.3,-7,-2,0
CCc1ccc2c(CN(CC)Cc3nc4ccccc4c(=O)[nH]3)cc(=O)oc2c1,-1,-15,-5,-9,8,-9,0.2,5,-2,-5
COc1ccccc1Cn1c(C)nc2ccccc21,0,-6,4,-5,0,-3,0.5,-4,-2,0
CN(C)S(=O)(=O)c1ccc(N2CCCC2)c(C(=O)NCCc2ccc(F)cc2)c1,6,3,7,-1,8,-12,-0.3,-4,-2,-3
Cc1cc(Br)c(NC(=O)c2c(-c3c(Cl)cccc3Cl)noc2C)c(Br)c1,1,17,5,16,-4,-5,0.2,16,5,2
O=C(Nc1ccc(Cl)cc1)Nc1ccccc1C(=O)N1CCCC1,9,-5,-6,·,-1,-9,0.0,·,-4,-9
COc1ccccc1NC1SC(=O)N(c2ccccc2)C1=O (stereo not given),-2,2,-2,7,12,-1,-0.6,-5,-2,1
CC(=O)NCCc1ccc(C(=O)COC(=O)c2cccn2C)cc1,-9,0,1,-2,-11,-1,-0.5,3,-1,0
CCCCNS(=O)(=O)c1ccc(NC(=O)C2CCCO2)cc1 (stereo not given),1,2,4,-6,0,3,0.2,-4,-1,1
CCCCCCn1c(=O)n2n(c1=O)C[C@]1(OC(=O)NCC3CCCCC3)CN(S(=O)(=O)c3ccc(C)cc3)C[C@]1(O)C2,2,8,0,4,0,3,0.7,2,3,0
COc1cccc(CN2CCN(C(=O)c3cc(-c4ccncc4)nc4ccc(C)cc34)CC2)c1,-2,-26,-3,-8,1,-10,0.0,3,-4,-2
CS(=O)(=O)N(CC(=O)Nc1ccccc1-c1ccccc1)c1ccccc1,6,-6,0,-4,1,-1,-0.1,-3,1,1
NC(=S)NN=C1CCCCCCCCC1,-2,10,4,-4,-1,2,0.5,-3,0,1
CC(=O)N(c1c(C)n(C)n(-c2ccccc2)c1=O)C1(C(=O)NC2CCCC2)CCCCC1,-1,3,-1,4,-5,-2,0.3,6,2,2
COc1cc(NC(=O)C2=C(N3CCOCC3)/C(=C/c3ccc(Cl)cc3)CC2)cc(OC)c1OC,1,-35,0,-2,-2,-17,-0.1,1,-1,-5
Fc1ccc2nc(N3CCCC3)sc2c1,-7,-1,-1,2,1,-5,0.3,6,-3,1
CCOC(=O)c1ccccc1NC(=O)c1cccs1,2,-2,-2,14,0,0,0.2,0,-2,0
Clc1ccc(Oc2nc3ccccc3n3cccc23)cc1,16,1,5,3,6,-4,-2.9,-6,1,-7
O=C(c1cc(-c2ccccc2)nc2ccccc12)N1N=C(C(F)F)CC1(O)C(F)F (stereo not given),8,-6,2,9,-3,-14,-0.3,13,15,-10
Cc1nnc(Cc2ccco2)c2n[nH]c(C)c12,-10,-5,-2,-5,-4,-26,1.5,3,4,-16
CSc1nc(C)c(CCOCc2ccccc2)c(=O)[nH]1,1,-5,3,-5,1,1,0.0,8,-1,6
CC(=O)c1cc(CN2CCC(C(=O)Nc3cccc(-c4cscn4)c3)CC2)cs1,2,2,8,12,4,-5,-0.1,11,1,0
O=C1C2CCC(C2)C1CN1CCOCC1 (stereo not given),2,11,4,3,-12,3,-0.4,-8,-1,7
CCOc1ccccc1NS(=O)(=O)c1csc(C(N)=O)c1,5,-1,-1,0,3,-1,-0.5,4,2,-12
COc1cccc(-c2ocnc2C(=O)Nc2ccc(N3CCOCC3)cc2N2CCOCC2)c1,-3,6,-4,17,2,-8,0.3,-6,1,-4
O=C(c1nc(-c2ccccc2)n(-c2ccccc2)n1)N1CCCCCC1,1,-2,3,6,1,-3,-0.8,-13,3,-2
CN(C)c1cc[nH]c(=O)c1C#N,-5,0,-4,-2,4,-3,0.2,3,2,-2
Cn1cnnc1SCC(=O)NC1CCCCCC1,-3,6,-1,-8,-3,-1,-0.9,7,1,-1
CNc1c(-n2cc(C(=O)OC)c(C(=O)OC)c2C(=O)OC)c(=O)n(C)c(=O)n1C,0,-1,7,2,3,-3,-0.7,-2,2,2
Cc1ccc(NC(=O)CC2C(=O)NCCN2C(=O)c2ccc(F)cc2)cc1 (stereo not given),-3,-2,2,-4,-2,-6,-0.6,-10,-2,-1
CCC(C)(NC(=O)c1ccccn1)C(=O)NC1CCCCC1 (stereo not given),-7,4,3,4,5,1,0.0,-4,-2,0
O=C(NCc1ccccc1)c1ccc(CS(=O)(=O)c2ccccc2)o1,-1,9,-9,12,-5,2,-0.1,10,5,5
Cc1nc(Br)c(Br)n1Cc1ccccc1,-3,7,4,0,6,-3,0.0,5,6,1
CCOc1cc(CNCCc2ccc(S(N)(=O)=O)cc2)ccc1OCC(=O)NC1CCCCC1,-9,-11,3,-10,-4,4,-0.3,-6,0,8
COc1cc(C)c(Cl)cc1S(=O)(=O)N1CCSC1,-6,-14,6,-2,0,-7,0.1,3,-2,0
O=C(CN1C(=O)c2ccccc2S1(=O)=O)NCCC1=CCCCC1,4,2,-1,-5,-4,3,-0.2,-4,-3,-3
O=C(CSc1nc2ccccc2[nH]1)N/N=C/C=C\c1ccccc1[N+](=O)[O-],-5,-25,-3,-1,-9,1,0.1,3,-1,0
O=C(N/N=C/c1ccncc1)c1ccncc1,2,0,-2,-1,1,1,0.3,-12,-2,2
Cc1ccc(C(=O)OCC(=O)NCc2ccc3c(c2)OCO3)o1,4,-1,-7,8,1,2,0.2,1,-2,0
Cc1ccc2nc(NC(=O)C3CCN(S(=O)(=O)c4ccc5c(c4)oc(=O)n5C)CC3)sc2c1,0,2,-5,5,3,5,0.5,0,-1,3
CN(C)/C=C/C(=O)c1cnc(-c2ccccc2Cl)s1,9,-2,2,-4,-3,-15,-0.3,-15,-1,-3
S=c1[nH]nc(-c2cccnc2)n1/N=C/c1ccccc1,1,15,-4,-5,3,-1,0.4,8,1,2
CC1CN(C(=O)c2ccc(COc3ccc4ccccc4c3)o2)CC(C)O1 (stereo not given),0,-3,0,4,9,-2,0.1,1,-1,-2

# One compound at a time (already shown). Order of screens: Rev-erbA mod, sPLA2-III inh, Tn6 DDE FP, ARFGAP1 inh, Tn7 DDE FP, PLCb3 inh, proKLK7 act, ASAP1 inh, UHRF1 MBD2 ctr, PLCg1 inh
# O=C(CN1C(=O)c2ccccc2S1(=O)=O)NCCC1=CCCCC1 as listed: 4, 2, -1, -5, -4, 3, -0.2, -4, -3, -3
# Cc1ccc(C(=O)OCC(=O)NCc2ccc3c(c2)OCO3)o1 as listed: 4, -1, -7, 8, 1, 2, 0.2, 1, -2, 0
# O=C(CSc1nc2ccccc2[nH]1)N/N=C/C=C\c1ccccc1[N+](=O)[O-] as listed: -5, -25, -3, -1, -9, 1, 0.1, 3, -1, 0
# CC1CN(C(=O)c2ccc(COc3ccc4ccccc4c3)o2)CC(C)O1 (stereo not given) as listed: 0, -3, 0, 4, 9, -2, 0.1, 1, -1, -2
# O=C(N/N=C/c1ccncc1)c1ccncc1 as listed: 2, 0, -2, -1, 1, 1, 0.3, -12, -2, 2

# Reformatted with two lines to a compound: entries from further up.
# Each structure is followed by: Rev-erbA mod	sPLA2-III inh	Tn6 DDE FP	ARFGAP1 inh	Tn7 DDE FP	PLCb3 inh	proKLK7 act	ASAP1 inh	UHRF1 MBD2 ctr	PLCg1 inh
Cc1nc(Br)c(Br)n1Cc1ccccc1
  -3	7	4	0	6	-3	0.0	5	6	1
Cc1ccc2nc(NC(=O)C3CCN(S(=O)(=O)c4ccc5c(c4)oc(=O)n5C)CC3)sc2c1
  0	2	-5	5	3	5	0.5	0	-1	3

# Further results follow.
mol,Rev-erbA mod,sPLA2-III inh,Tn6 DDE FP,ARFGAP1 inh,Tn7 DDE FP,PLCb3 inh,proKLK7 act,ASAP1 inh,UHRF1 MBD2 ctr,PLCg1 inh
Cc1cc(C)n(C(=O)CNC(=O)c2cccc(F)c2)n1,-4,-2,4,-6,-1,-4,-0.3,1,-2,-2
Nc1nnc(-c2ccc(Cl)c([N+](=O)[O-])c2)s1,3,-1,11,2,-1,-3,0.1,4,1,-1
CC1=NN=C(c2ccccc2)C(c2c[nH]c3ccccc23)N1O (stereo not given),10,-19,0,6,-3,-28,-0.2,8,-4,-18
Nc1[nH]c(C(=O)c2ccc(Br)cc2)c(-c2ccccn2)c1C(=O)NCCc1c[nH]c2ccccc12,-6,-36,-3,8,-3,-13,-0.4,-1,-1,-4
COc1ccccc1-n1cnc2cc(C(=O)NC3CCCC3)ccc21,-3,-4,-5,-3,1,0,-0.3,-8,0,-3
CC(C)NC(=O)COC(=O)c1cccc(NS(=O)(=O)/C=C/c2ccccc2)c1,-4,-15,-3,16,1,0,-0.4,-1,2,-4
CC(C)=CC(=O)N1CC[C@@H](N2CCN(c3ccccc3F)CC2)[C@H](O)C1,-13,0,-5,0,0,-7,-0.9,-3,-1,-1
Cc1cccc(Nc2nc(Cl)ncc2F)c1C,-2,0,3,8,-6,-3,0.4,5,3,3

# An unsorted share of the library. About 4.5% of those tested had a hit in this group.
